From PubChem
TNAP act hiacc – TNAP activators at high phosphate acceptor level, primary screen, biochemical, luminescence, uHTS | Alkaline phosphatase, tissue-nonspecific isozyme (Homo sapiens), P05186 | purified TNAP, CDP-star luminescence, 1 M DEA, 30 min; active compounds read high; 0 = EDTA background, 1 = DMSO-only activity | activation factor at 20 µM | 200,000 tested, under 10 active;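 active = activation factor at least 2 at 20 µM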
Target sequence (P05186 whole entry, looked up): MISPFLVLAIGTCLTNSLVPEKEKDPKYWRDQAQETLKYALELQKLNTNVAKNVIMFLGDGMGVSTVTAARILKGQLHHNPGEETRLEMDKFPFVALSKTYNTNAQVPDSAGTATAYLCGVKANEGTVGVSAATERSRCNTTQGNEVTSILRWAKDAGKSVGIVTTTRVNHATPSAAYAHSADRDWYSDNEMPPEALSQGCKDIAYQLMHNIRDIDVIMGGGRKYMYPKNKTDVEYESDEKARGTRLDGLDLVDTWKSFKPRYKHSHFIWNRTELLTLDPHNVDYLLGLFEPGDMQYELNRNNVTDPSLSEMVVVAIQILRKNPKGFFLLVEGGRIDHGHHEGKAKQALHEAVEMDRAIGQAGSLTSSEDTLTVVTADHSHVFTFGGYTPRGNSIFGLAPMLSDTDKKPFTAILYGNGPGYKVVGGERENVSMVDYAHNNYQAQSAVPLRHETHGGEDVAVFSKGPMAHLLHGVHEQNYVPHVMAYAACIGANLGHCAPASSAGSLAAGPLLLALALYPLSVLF
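Test system – human TNAP · Doses – 20 µM single point · Incubation – 30 min, room temperature · Signal – luminescent substrate turnover signal · Read-out basis – activation factor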
APP 5'UTR act – activators of APP 5'UTR luciferase reporter, primary screen, SH-SY5Y cells; SH-SY5Y APP 5'UTR luciferase reporter, luminescence; zero percent = DMSO vehicle wells; 190,000 compounds, 1% hits; activation, % at 2 µM; AID 1276, 2008;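 active = activation above a set limit, based on mean plus 3 SD of controls, cut at about 140% in these data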; also: values of inactives mirror those of a sister screen read the other way
PMI act satM6P – human PMI activators, high substrate, primary screen, biochemical, fluorescence intensity, near-saturating mannose 6-phosphate | 190,000 compounds, 0.34% hits | AID 1216, 2008 | activation factor at 20 µM | coupled PMI enzyme assay, resazurin fluorescence, 20 min; active compounds read high; 1 = untreated enzyme, 0 = substrate-free blank | Mannose-6-phosphate isomerase (Homo sapiens), P34949;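 active = activation factor of 2 or more at 20 µM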
Target sequence (P34949 whole entry, looked up): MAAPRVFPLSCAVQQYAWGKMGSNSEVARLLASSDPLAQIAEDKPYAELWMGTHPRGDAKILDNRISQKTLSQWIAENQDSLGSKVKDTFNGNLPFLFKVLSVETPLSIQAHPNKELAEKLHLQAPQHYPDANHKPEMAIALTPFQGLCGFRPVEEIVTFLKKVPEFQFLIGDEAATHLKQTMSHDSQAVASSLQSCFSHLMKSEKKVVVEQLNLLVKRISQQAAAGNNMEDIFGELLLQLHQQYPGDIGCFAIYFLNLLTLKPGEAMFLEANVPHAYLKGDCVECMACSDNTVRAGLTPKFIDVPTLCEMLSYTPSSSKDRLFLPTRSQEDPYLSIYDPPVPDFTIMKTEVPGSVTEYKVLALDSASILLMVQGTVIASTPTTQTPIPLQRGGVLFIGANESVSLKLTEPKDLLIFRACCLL
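Test system: Human PMI in coupled enzyme assay | Input: 15 ng/mL PMI | Medium: HEPES-buffered pH 7.4 with magnesium and detergent | Compound: One concentration, 20 µM, in 1% DMSO | Incubation: Enzyme reaction with compound 20 min at room temperature | Detection: Diaphorase-driven resazurin-to-resorufin fluorescence, excitation 544, emission 590 nm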
FLuc act counter – FLuc activators, initial screening, artefact control for FLuc-dependent activation tests, biochemical, ATPlite luminescence; ATPlite luciferase biochemical, 10 min; 0 = ATP-free wells, 1 = DMSO control; AID 1027, 2008; activation factor at 10 µM; 200,000 tested, under 10 active; Luciferin 4-monooxygenase (Photinus pyralis), P08659;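 active = luciferase activation factor, scaled between plate controls, of at least 2 with compound at 10 µM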
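Assay system: Luciferase/luciferin detection reagent, cell-free biochemical luciferase assay / Read-out: luciferase activation / Benchmarks: No-ATP low control, compound-free enzyme-plus-ATP high control / Medium: PBS buffer for ATP / Detection: luminescence measurement of luciferase light output / Schedule: 10 min at ambient temperature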
PMI act – activators of human PMI, primary screen, biochemical, fluorescence intensity, near-Km mannose 6-phosphate; purified human PMI, coupled resazurin fluorescence, 20 min; active compounds read high; 1 = vehicle control, 0 substrate-free wells; activation factor at 20 µM; 190,000 compounds, 0.005% hits; AID 1214, 2008;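 active = activation factor of 2 or more at 20 µM, relative to plate controls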
NF-kB neuron act – activators of NF-kB expression in neurons, primary screen, cell-based, HTS; fold change at 12.5 µM; human neuronal cells, NF-kB reporter expression; active compounds read high; 190,000 compounds, 1.6% hits; in the data active = fold change above about 3.3
TNAP inh hiacc – human TNAP enzyme inhibitors, primary screen, biochemical, luminescent, high phosphate acceptor level, uHTS | Alkaline phosphatase, tissue-nonspecific isozyme (Homo sapiens), P05186 | purified TNAP, CDP-star luminescence, 1 M DEA | inhibition, % at 20 µM | 200,000 compounds, 0.03% hits;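 active = over 50% inhibition of tissue-nonspecific alkaline phosphatase at 20 µM in the single-dose screen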;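 also: plate controls were DMSO wells for no effect and EDTA-quenched wells as full inhibition for full effect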
FLuc inhib CS – firefly luciferase enzyme inhibitors, primary screen, artefact control for luciferase-based inhibitor screens, biochemical, luminescence, ATPLite | 10 min | inhibition, % at 10 µM | 200,000 compounds, 1.5% hits | AID 1006, 2008;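 active = inhibition above about 50% when tested at 10 µM, limit read from the data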
bIAP activator – bovine intestinal alkaline phosphatase activators, primary screen, biochemical, bovine IAP, CDP-star luminescence; purified bovine IAP, 30 min; active compounds read high; fold of DMSO-control signal, blank-subtracted; activation factor at 20 µM; 200,000 compounds, 0.17% hits;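 active = activation factor of 2 or more at 20 µM, a signal rise over negative controls twice the positive control's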
TNAP inh no acc – human TNAP enzyme inhibitors, primary screen, biochemical, luminescent, no phosphate acceptor, uHTS | 200,000 compounds, 0.26% hits | inhibition, % at 20 µM | purified TNAP, CDP-star luminescence, 30 min | Alkaline phosphatase, tissue-nonspecific isozyme (Homo sapiens), P05186;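 active = tissue-nonspecific alkaline phosphatase inhibition above about 50% at 20 µM in the single-dose screen, limit read from the data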;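 also: 0% = DMSO negative control and 100% = EDTA positive control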
Active calls of the source: *; · = no result given; & = joins results of further samples. Rows were taken by chance; 3.6% or so of the library scored in one or more.

SMILES	TNAP act hiacc	APP 5'UTR act	PMI act satM6P	FLuc act counter	PMI act	NF-kB neuron act	TNAP inh hiacc	FLuc inhib CS	bIAP activator	TNAP inh no acc
CCCCC[C@H](O)/C=C/[C@@H]1[C@@H](C/C=C\CCCC(=O)OC)[C@@H](O)C[C@H]1O	1	27	1.2	1	1.1	1.3	4	-4	1	-3
N#Cc1ccc(C(=O)Nc2nnc(-c3ccco3)o2)cc1	1.1	5	1	1	1.2	1.2	-9	5	1.1	-12
CSc1ccc(S(=O)(=O)Nc2ccc(NC(C)=O)cc2)cc1	1.1	16	1	1	0.9	0.95	-6	1	0.9	-11
Cc1ccc(C)c(OCCn2cc(/C=C(/C#N)C(=O)NCC3CCCO3)c3ccccc32)c1 (configuration not stated)	1	11	0.8	1.1	0.8	0.69	0	-6	0.9	-7
CCOc1ccc(NS(=O)(=O)c2ccc(SC)cc2)cc1	1	17	0.9	1	0.9	0.89	2	-5	1	-3
Cc1ccccc1CSCC(=O)Nc1ccccc1-c1ccccc1	0.9	-13	1.1	1	1	1.4	12	-1	0.7	1
Oc1ccccc1/C=N/Nc1nccnc1Cl	0.8	-43	1	0.7	0.9	1.6	24	27	0.8	-17
O=C(NC(=S)Nc1ccc(F)c([N+](=O)[O-])c1)c1ccccc1F	1	-3	0.9	1	0.9	1.6	-1	-3	1.2	4
CCOC(=O)NC(C)N1C(=O)C2C3C=CC(C3)C2C1=O (configuration not stated)	1	21	1.1	1.1	1.2	1.3	-3	-9	0.8	-9
CCc1cc(C(c2ccccc2OC)N2CCOCC2)c(NC(=O)c2ccccc2)s1 (configuration not stated)	1	-2	1	1.1	1	0.97	-4	-7	0.9	-7
N/C(Cc1ccc(Cl)cc1)=N\OC(=O)C1CCCCC1	1	10	1.1	1	1.1	1.2	4	4	0.9	1
CC(C)COc1ccc(C(=O)Nc2ccc(SC(F)F)cc2)cc1	1	74	1.2	1	1.1	1.7	-3	0	0.9	9
O=C1Nc2c(c(=O)[nH]c(=O)n2-c2ccccc2)C(C(F)(F)F)(C(F)(F)F)N1	1	14	1	1.1	0.9	1.2	1	-5	0.9	-5
COCc1[nH][nH]c(=O)c1/C=N/N1CCOCC1	1	6	1	1.1	1	0.91	-2	-5	1	-14
Cn1c(=O)c2c(nc(SCC(=O)NCc3ccc4c(c3)OCO4)n2Cc2ccc(F)cc2)n(C)c1=O	1	-16	1	1	1	1.1	3	1	1	-3
O=C(NCCCN1CCCC1=O)c1ccc2c(=O)n(Cc3ccco3)c(=S)[nH]c2c1	1	-14	1.1	1	1.2	1.2	2	-1	0.9	-6
COc1cc(S(=O)(=O)Nc2ccccc2)ccc1NC=O	1	-20	0.9	1	0.9	1.3	-4	-5	0.9	-9
CCC(=O)NC(c1cccs1)c1cc([N+](=O)[O-])c2cccnc2c1O (configuration not stated)	0.8	·	0.6	1	1	0.77	19	-3	1	4
CN1CCN(CC(O)COc2ccc(OCC(O)CN3CCN(C)CC3)cc2)CC1 (configuration not stated)	1	-12	1	1	1	1.2	3	-3	0.9	-6
Cn1c(C(=O)N2CCCC2)cc2c(=O)n(C)c3ccccc3c21	1.1	5	0.8	1	0.9	1	-6	-1	1	-21
CCc1ccc(C(=O)COC(=O)[C@@H](NC(N)=O)[C@@H](C)CC)cc1	1	50	1	0.1	1	1.4	-3	89*	1	-12
COC(=O)C1=C(N)Oc2cc(C)n(CCCn3ccnc3)c(=O)c2C1c1cccc(Cl)c1 (configuration not stated)	1	·	1	1	0.9	·	4	0	1	4
CC1CCN(C(=O)CN(C)S(=O)(=O)c2cccc3nsnc23)CC1	1.1	1	1.1	1.1	1.1	1.1	-6	-8	1	-2
COc1ccc(C2N(c3cccc(Cl)c3)C(=O)C3CCCN32)cc1 (configuration not stated)	1	15	0.9	1.1	0.9	1.1	-5	-8	1	-12
O=C1NC(=O)C(Nc2cccc3ccccc23)S1 (configuration not stated)	1	5	0.7	1	1	1.1	0	-5	1	-11
SMILES	TNAP act hiacc	APP 5'UTR act	PMI act satM6P	FLuc act counter	PMI act	NF-kB neuron act	TNAP inh hiacc	FLuc inhib CS	bIAP activator	TNAP inh no acc
CN(C)C(=O)CSc1nnc(-c2cnccn2)n1C	1	-5	0.9	1	1	1.6	1	1	1	-1
Cc1nnc(Oc2ccccc2F)c2ccccc12	1.1	4	0.9	0.9	1	1.2	-6	10	1	-9
O=C(CSc1nc2nc(-c3cccs3)cc(C(F)(F)F)c2c(=O)[nH]1)NCc1ccco1	1.1	-10	0.9	1.1	1	1.5	-5	-7	1	-10
O=C(CS(=O)(=O)c1ccccc1)NCc1ccco1	1.1	6	0.9	1.1	1	1.5	-7	-10	1	-11
CN1C(=O)CC(N2CCN(C(c3ccccc3)c3ccccc3)CC2)C1=O (configuration not stated)	1.1	26	0.9	1	0.9	1.3	-8	1	1	-12
FC(F)(F)c1ccc(N2CCN(c3ncnc4c3nnn4Cc3ccccc3Cl)CC2)cc1	1	1	1	1	1	1	0	-3	0.9	-4
COc1ccc(N2C(=O)CC(n3c(CCCCO)nc4ccccc43)C2=O)cc1 (configuration not stated)	1	1	1.1	1.1	1	1.1	1	-5	0.9	-7
Cc1ccc(CN2CCc3c(OCc4ccc(F)cc4)cccc3C2=O)cc1	1	-3	0.9	1	0.9	1.2	0	1	0.8	-13
Cc1cnc(NC(=O)[C@H](C)N2C(=O)C3CCCCC3C2=O)s1 (some centres not stated)	1	9	0.9	1	0.9	1.1	-3	3	0.9	-8
CCOC(=O)c1cc(NC(=O)Nc2ccc(Br)cc2)c(C)nc1C	1.1	-17	0.9	1.1	0.9	0.96	-6	-7	1	-16
Cc1ccc2nc(-c3ccncc3)c(NC3CCCCC3)n2c1	1.1	10	1	1	1	1.2	-6	-1	1.1	-10
CCOc1ccc(Cn2nnc(C(=O)Nc3ccc(OC)cc3OC)c2N)cc1	1	29	0.9	1	0.9	0.98	-2	-2	0.8	-10
O=C(Nc1ccc(F)cc1)N1CCN(c2ccc(F)cc2)CC1	1.1	-8	1	1.1	1	1.1	-6	-8	1	-15
Cc1cc(C)nc(N2CCCC(C(=O)Nc3nnc(C(C)C)s3)C2)n1 (configuration not stated)	1	-26	1	1.1	0.9	1.2	0	-5	0.9	-4
CCOc1ccc(C2C=C(c3ccccc3)Nc3nnnn32)cc1 (configuration not stated)	1.1	11	1.2	1	1.2	1.2	-6	-4	0.9	-7
Fc1cccc(Oc2nc3ccccc3n3cccc23)c1	1	19	0.9	1.1	1	0.77	2	-5	0.9	0
COc1ccc(NC(=O)/C=C/c2cc(OC)c(OC)c(OC)c2)cn1	1.1	-2	1.1	1	1.1	0.95	-7	2	1	-21
CCn1ncc(Br)c1C(=O)Nc1ccc(F)c([N+](=O)[O-])c1	1	-3	1	1.1	1	0.95	-3	-9	1	-1
Cc1c(C(=O)Nc2ccc3c4c(cccc24)CC3)cccc1[N+](=O)[O-]	0.9	-9	1.1	1	1	1	5	2	0.5	0
CCCC(=O)C1=C(SCC)CC(C)(C)C(C(=O)OC)C1=O (configuration not stated)	1	12	0.9	1	0.9	0.94	-3	-4	0.9	-11
C/C(=N\OC(=O)c1c(-c2ccccc2Cl)noc1C)c1nccs1	1	12	0.9	1	0.9	0.97	-1	-4	0.9	-5
CCCS(=O)(=O)c1c(S(=O)(=O)CCC)c2c(C)cccn2c1C(=O)OC	1	-17	1.2	1	1.1	1.2	0	-4	1	-4
COCC(=O)Nc1cc(OC)cc(OC)c1	1.1	-7	0.9	1.1	1	1.3	-7	-9	0.9	-12
O=C(c1cc2ccccc2o1)N(C1CC1)C1(C(=O)Nc2ccccc2)CCCC1	1	-13	0.9	1.1	0.9	1	0	-5	1.1	-9
CN(c1ccc([N+](=O)[O-])cc1/C=N/NC(=O)COc1ccccc1)C1CCCCC1	1	13	0.9	1.1	0.8	0.78	1	-8	0.9	-18
SMILES	TNAP act hiacc	APP 5'UTR act	PMI act satM6P	FLuc act counter	PMI act	NF-kB neuron act	TNAP inh hiacc	FLuc inhib CS	bIAP activator	TNAP inh no acc
O=C(CCC(=O)N(CC(=O)NC1CCCCC1)CC1CCCO1)Nc1nccs1 (configuration not stated)	1	12	1	1.1	1	1	-4	-10	1	-11
COCCNCC1C(Oc2ccc(Cl)cc2)C(=O)N1c1ccccc1C (configuration not stated)	1	-9	0.5	1	1.1	1.2	-3	-2	1.2	-4
Cc1ccc(-n2c(O)c(C=Nc3cc(C)on3)c3ccccc3c2=O)c(C)c1	0.9	-4	0.8	1	0.8	1.1	5	-3	1	-11
Cc1cc(N2CCN(C(=O)c3ccco3)CC2)n2nc(C)nc2n1	1	19	1.2	1.1	1.2	1.1	-3	-7	0.7	-4
CC(NC(N)=O)C(=O)Nc1ccc(Cl)c(S(=O)(=O)Nc2ccc(Br)cc2)c1 (configuration not stated)	1	-26	1	1	1.1	1	1	-2	1	6
O=C(Nc1nnc(CCN2CCCCC2)s1)c1ccc(Br)cc1	1	-8	1	1	1	1.2	0	-2	1	-6
Cc1nc2nc[nH]n2c(=O)c1CCC(C)C	1.1	-8	1	1	0.8	1.3	-8	-3	1	-13
CCOC(=O)c1c(CN2CCOCC2)n(C)c2cc(Br)c(O)c(CN(C)C)c12	1&1	0&-3	0.8&0.9	1&1.1	0.8&1	0.81&1.1	-4&-1	-5&-6	1.1&1	-9&19
O=C(OC1CCN(c2ncc(C(F)(F)F)cc2Cl)CC1)c1cccc(C(F)(F)F)c1	1	·	0.9	1.1	0.9	1.2	-1	-6	0.9	-4
C#CCOC(=O)C(NC(=O)c1ccccc1)=C(C)C	1	1	0.9	1	0.9	1.1	2	1	1	-3
Cc1cccc(OCC(=O)NNC(=O)c2ccc([N+](=O)[O-])cc2)c1	1	5	1	1	1.1	1	2	1	1.1	-40
Cc1noc(C)c1S(=O)(=O)NC1CCCc2ccccc21 (configuration not stated)	1	3	1	1.1	1	0.94	-4	-7	0.9	-8

Exported bar-delimited: 2 of the compounds above.
SMILES | TNAP act hiacc | APP 5'UTR act | PMI act satM6P | FLuc act counter | PMI act | NF-kB neuron act | TNAP inh hiacc | FLuc inhib CS | bIAP activator | TNAP inh no acc
Cn1c(C(=O)N2CCCC2)cc2c(=O)n(C)c3ccccc3c21 | 1.1 | 5 | 0.8 | 1 | 0.9 | 1 | -6 | -1 | 1 | -21
Cc1ccc(-n2c(O)c(C=Nc3cc(C)on3)c3ccccc3c2=O)c(C)c1 | 0.9 | -4 | 0.8 | 1 | 0.8 | 1.1 | 5 | -3 | 1 | -11
